# Assay outcomes deposited in PubChem BioAssay by The Scripps Research Institute Molecular Screening Center.
# ARFGAP1 inh: rat ARFGAP1 inhibition; Arfgap1-stimulated ARF1 GTP hydrolysis, GDP FP detection; inhibition, % at 16.5 µM; AID 651572; actives 0.26% (n = 360,000);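 active = inhibition above a per-plate limit, mean inhibition of low control wells plus 3 SD, cut at about 25% in these data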;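 note: 0% = DMSO wells with enzyme and 100% = wells lacking Arfgap1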
# Target sequence (Q62848 1-136 limits assumed): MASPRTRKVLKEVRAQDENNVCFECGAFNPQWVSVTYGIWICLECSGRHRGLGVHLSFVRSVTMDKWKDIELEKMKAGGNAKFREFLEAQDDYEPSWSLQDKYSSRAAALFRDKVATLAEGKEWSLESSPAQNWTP
#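 Replicates: Single well per compound | Assay system: Truncated rat Arfgap1 GAP domain | Control set: No-Arfgap1 wells (100%) versus DMSO full-reaction wells (0%) | Times: Enzyme reaction 120 min at 25 °C after 20 min preincubation | Reagent: Human ARF1(Δ1-17)-GTP substrate | Measured by: Tracer-displacement fluorescence polarization with EDTA stop, 620/688 nm | Measure: Percent inhibition of Arfgap1-stimulated GTP hydrolysis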
# ASAP1 GAP inh: ASAP1 ArfGAP inhibition; ASAP1-stimulated ARF1 GTP hydrolysis, GDP FP detection; inhibition, % at 16.5 µM; actives 0.19% (n = 360,000); in the data active = inhibition above about 25%;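 note: 0% = vehicle with enzyme and substrate and 100% = no enzyme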
# Tn7 DDE FP: disrupts Tn7 cyclic peptide binding to fibrin D-Dimer-E complex | P02675 | FP displacement of FITC-Tn7 peptide from fibrin DD(E); 0% = median of compound wells per plate | inhibition, % at 8.3 µM | actives 0.13% (n = 370,000) | AID 720508;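 active = inhibition above the mean of compounds falling within the control limits plus 3 SD of them, cut at about 14% in these data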;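 note: 0% = plate median of compound wells and 100% = 10 µM Aha-Tn7 peptide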
#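 Assay system: Human clot-derived fibrin DD(E) complex | Buffer or medium: Tris/NaCl/CaCl2 buffer, pH 7.8 | Repeats: One replicate per compound | Benchmarks: Aha-Tn7 high control | Measure: % inhibition scaled between sample-field median and high-control FP | Schedule: 10 min plus 3 h, room temperature | Signal: Fluorescence polarization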
# ADAM10 inh: inhibits human ADAM10 | O14672 | recombinant ADAM10, EDANS/DABCYL FRET peptide cleavage, 3 h | inhibition, % at 7 µM | actives 0.62% (n = 370,000);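 active = inhibition above a per-campaign cutoff equal to the mean of compounds falling between control-based bounds plus 3 SD, cut at about 20% in these data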;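 note: 0% = DMSO wells while the 100% control is not disclosed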
# KLK7 zymogen act: activators of human kallikrein-7 zymogen | P49862 | purified proKLK7, EDANS-DABCYL substrate fluorescence; 100% is mature enzyme control, 0% vehicle | activation, % at 7 µM | actives 0.9% (n = 370,000);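 active = activation above the mean of all tested compounds plus 3 SD, computed per campaign excluding outliers beyond control limits, cut at about 13% in these data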
# Target sequence (P49862 whole entry, looked up): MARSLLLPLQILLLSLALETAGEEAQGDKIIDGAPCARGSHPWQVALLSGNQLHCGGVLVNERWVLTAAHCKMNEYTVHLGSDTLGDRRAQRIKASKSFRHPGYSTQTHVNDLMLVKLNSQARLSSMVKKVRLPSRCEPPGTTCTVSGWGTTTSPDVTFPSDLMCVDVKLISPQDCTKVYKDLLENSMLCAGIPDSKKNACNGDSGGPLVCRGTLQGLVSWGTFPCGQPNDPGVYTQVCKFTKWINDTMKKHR
# TDP2 inh: blocks human TDP2 phosphodiesterase activity; O95551; recombinant TDP2, T5PNP hydrolysis, p-nitrophenol absorbance 415 nm; inhibition, % at 12.8 µM; actives 0.34% (n = 370,000);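 active = inhibition above the mean of all tested compounds plus 3 SD, set per campaign, cut at about 25% in these data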;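 note: 0% = DMSO with enzyme and 100% = buffer with substrate but no TDP2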
# Target sequence (O95551 whole entry, looked up): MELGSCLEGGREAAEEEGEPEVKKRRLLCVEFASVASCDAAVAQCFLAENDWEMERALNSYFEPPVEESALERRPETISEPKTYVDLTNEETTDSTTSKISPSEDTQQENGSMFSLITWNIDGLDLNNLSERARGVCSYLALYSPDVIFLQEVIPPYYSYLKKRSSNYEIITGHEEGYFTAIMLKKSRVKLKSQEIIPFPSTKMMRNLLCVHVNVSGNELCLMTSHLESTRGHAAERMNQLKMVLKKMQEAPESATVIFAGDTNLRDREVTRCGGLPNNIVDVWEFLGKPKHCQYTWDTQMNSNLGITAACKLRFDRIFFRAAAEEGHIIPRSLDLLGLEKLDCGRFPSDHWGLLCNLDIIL
#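 Read-out basis: percent inhibition. System: recombinant human TDP2. Buffer or medium: Mg2+-containing Tris-HCl buffer, pH 7.5. Repeats: single replicate. Timing: reaction 2 h, 37 °C. Benchmarks: high control without enzyme, low control DMSO plus TDP2. Probe or stimulus: 5 mM T5PNP. Doses: 12.8 µM only. Measured by: epi absorbance of p-nitrophenol freed from T5PNP by hydrolysis.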
# ADAM17 inh: inhibits human ADAM17. P78536. recombinant ADAM17, EDANS/DABCYL FRET peptide cleavage. inhibition, % at 6.95 µM. actives 0.83% (n = 370,000);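 active = inhibition above the mean of compounds lying between control limits plus 3 SD, set per campaign, cut at about 8.5% in these data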;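 note: 0% = DMSO-only wells as the low control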
# PLC-gamma1 inh: PLC-gamma1 (human) inhibition, primary screen; actives 0.84% (n = 370,000); purified PLC-gamma1, fluorogenic substrate, fluorescence; inhibition, % at 12.2 µM; P19174; AID 720700; in the data active = inhibition above about 9.5%
# DDE Tn6 FP inh: inhibitors of Tn6 peptide binding to human fibrin DD(E). actives 0.21% (n = 370,000). Fibrin DD(E) TRITC-Tn6 fluorescence polarization displacement. P02675. inhibition, % at 8.3 µM;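 active = inhibition above a per-campaign cutoff: mean of compounds within control limits plus 3 SD, cut at about 15% in these data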;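 note: 0% = median of all compound wells on the plate and 100% = blocking peptide control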
# LEDGF integ inh: blocks HIV-1 LEDGF/p75-dependent DNA integration | TR-FRET IN-LEDGF/p75 DNA integration, Eu/Cy5 | inhibition, % at 3.7 µM | actives 0.64% (n = 370,000);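 active = inhibition above the screen-wide mean plus 3 SD, cut at about 13% in these data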;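 note: signal is the Cy5 over europium emission ratio at 671 and 618 nm; 0% = plate median of compound wells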
# Active calls of the source: *; nt = not tested or not shown. Hits appear at their usual frequency, and some 4.2% of all compounds hit somewhere here.
SMILES,ARFGAP1 inh,ASAP1 GAP inh,Tn7 DDE FP,ADAM10 inh,KLK7 zymogen act,TDP2 inh,ADAM17 inh,PLC-gamma1 inh,DDE Tn6 FP inh,LEDGF integ inh
COc1ccccc1CC(=O)N1CCN(c2ccccn2)CC1,-4,6,5,-16,-1.1,-13,-4,3,-11,2
Cc1cccc(CN2CCc3c([nH]c4ccccc34)C2C(C)(C)C)n1 (stereo unspecified),4,-6,11,-123,13*,13,-50,-93,-5,0
Cc1cccc(OCC(=O)Nc2nccs2)c1C,4,9,7,6,-0.5,4,-2,-1,9,-1
COc1ccc(-c2ccc(N3C(c4cc(OC)cc(OC)c4)=Cc4ccc(OC)cc4C3CC(C)=O)cc2)cc1 (stereo unspecified),-12,5,-2,-10,-0.2,-2,-2,-58,-8,4
O=C(COC(=O)CCC1CCCC1)Nc1ccc(Cl)cc1F,-9,-11,7,7,0.2,-8,1,-6,5,1
Cc1ccc(S(=O)(=O)N2CCCCC2)cc1NC(=O)c1nn(C)c(=O)c2ccccc12,0,9,-2,-1,0.1,2,-5,4,-6,0
O=C(Nc1ncc(Br)s1)C(Cc1ccccc1)n1cccc1 (stereo unspecified),7,-3,4,4,0.1,2,5,0,0,-1
Cn1cc(CCC(=O)NCc2ccc3c(c2)OCO3)c2ccccc21,-3,-1,-4,-6,0.7,-1,-1,-1,2,0
COc1ccc(-n2c(COc3ccc(C)cc3)nnc2SCC(=O)Nc2ccc(Oc3ccccc3)cc2)cc1,nt,nt,0,-3,-0.9,2,-2,1,-4,-1
O=C(CSc1nnc(-c2cccnc2)n1C1CCCCC1)NC1CCCCC1,3,5,-2,-8,-0.5,5,-5,-1,3,-1
O=C(NCCC1CCCCN1S(=O)(=O)c1ccc(F)cc1)C(=O)NC1CC1 (stereo unspecified),0,-7,2,-10,0.1,9,-2,5,0,-4
COc1ccc(CNC(=O)Cc2csc(Nc3nc(=S)[nH]c4ccccc34)n2)cc1,5,17,1,-3,0.2,2,0,-8,-4,1
CN(CC(=O)Nc1cccc(F)c1)C(=O)c1cn(-c2ccccc2)nc1-c1cccs1,0,12,5,15,0.7,-8,6,3,-8,-2
COCCCn1c(SCC(=O)N(C)C)nnc1-c1ccccc1,11,5,-1,0,0.7,-5,0,2,4,-1
CCOC(=O)c1c(NC(=O)COC(=O)c2ccc(C)s2)sc2c1CC(C)(C)NC2(C)C,6,-6,-8,2,0.5,-8,0,2,4,3
O=C(NC(=S)Nc1ccc(CN2CCOCC2)cc1)c1cccc([N+](=O)[O-])c1,7,0,0,0,0.1,-3,6,1,-2,-6
Cc1onc(-c2c(Cl)cccc2Cl)c1C(=O)N1CCCCC1,2,4,4,4,0.3,-10,-2,2,-5,2
O=C(Cn1cnc2sc3c(c2c1=O)CCCC3)NCC(=O)Nc1c(F)cc(F)cc1Br,-7,2,6,1,-0.4,-6,3,1,-2,-4
CC(=O)Nc1ccc(NC(=O)COC(=O)C2CCCCC2)cc1,6,-6,-2,-8,0.1,2,-4,0,7,-1
Cc1ccc(Cc2c(C)nc3nc(SCC(=O)NCCCN4CCCC4)nn3c2C)cc1,-5,1,0,0,0.7,7,-2,-1,0,1
CC(C)(C)NC(=O)Nc1nnc(SCC(=O)NC2CCCCC2)s1,8,-9,5,2,0.3,5,-4,1,6,6
CC(=O)c1ccc(NC(=S)N2CCCC(C(F)(F)F)C2)cc1 (stereo unspecified),16,-6,1,2,-0.6,23,-2,1,0,-1
COC(=O)[C@]12C[C@H](CC(=O)NCc3cccc(C(F)(F)F)c3)C(=O)N(Cc3ccc4c(c3)OCO4)C1=C[C@H](C(C)(C)C)O[C@@H]2C,19,-1,6,19,-0.6,2,13*,0,-2,-2
O=C(Nc1cc(S(=O)(=O)N2CCCCC2)ccc1Cl)C1=NN(c2ccccc2)C(=O)CC1,0,5,6,0,-0.1,5,-3,-2,13,1
Cc1c(/C=N\NC(=O)C2COc3ccc(C(C)(C)C)cc3O2)c2ccccc2n1C (stereo unspecified),-2,19,-3,-11,-1.2,2,0,-6,0,0
COCCn1c(Cc2ccccc2)nnc1SCC(=O)N1CCCCC1C (stereo unspecified),-16,-2,-3,3,-0.5,2,0,3,-3,4
O=C(O)c1ccccc1/C=N/NC(=S)NCc1ccccc1,6,-2,3,-2,0.1,-6,-1,-3,9,-1
COc1ccccc1/C=C/C(=O)NCc1cccnc1,16,-1,10,-104,1.7,-6,-38,-15,-11,-4
Cc1ccc(S(=O)(=O)N(C)C)cc1NC(=O)CN1C(=O)NC2(CCCCCC2)C1=O,5,-10,3,-8,-1.2,3,-7,-6,-2,-1
COC(=O)C1=C[C@@H](C(=O)OC)[C@@H]2C3=C(C(=O)[C@@]2(C)NC(=O)c2ccccc2)[C@H](C)n2c(=O)n(C)c(=O)n2[C@@H]3C1,-3,7,0,-1,-0.1,17,-1,-2,3,0

# Sorted by value in ADAM10 inh (largest number first): some entries from above
structure	ARFGAP1 inh	ASAP1 GAP inh	Tn7 DDE FP	ADAM10 inh	KLK7 zymogen act	TDP2 inh	ADAM17 inh	PLC-gamma1 inh	DDE Tn6 FP inh	LEDGF integ inh
CC(C)(C)NC(=O)Nc1nnc(SCC(=O)NC2CCCCC2)s1	8	-9	5	2	0.3	5	-4	1	6	6
COC(=O)C1=C[C@@H](C(=O)OC)[C@@H]2C3=C(C(=O)[C@@]2(C)NC(=O)c2ccccc2)[C@H](C)n2c(=O)n(C)c(=O)n2[C@@H]3C1	-3	7	0	-1	-0.1	17	-1	-2	3	0
O=C(O)c1ccccc1/C=N/NC(=S)NCc1ccccc1	6	-2	3	-2	0.1	-6	-1	-3	9	-1

# Additional compounds follow.
SMILES,ARFGAP1 inh,ASAP1 GAP inh,Tn7 DDE FP,ADAM10 inh,KLK7 zymogen act,TDP2 inh,ADAM17 inh,PLC-gamma1 inh,DDE Tn6 FP inh,LEDGF integ inh
Cc1cccc(NC(=O)CN(CC2CCCO2)C(=O)c2oc3ccc(F)cc3c2C)c1C (stereo unspecified),1,2,4,-15,0.7,0,-1,1,1,-3
CCOc1ccc(CNc2ncnc(N)n2)cc1,15,-5,-2,-3,0.7,-1,1,4,-1,-2
COc1ccc(NC(=O)C2(N(C(=O)Cn3nnnc3N)c3ccc(OC)cc3)CCCCC2)cc1,16,0,9,5,-0.2,-2,-6,1,4,-4
C=CCN(c1ccc(C(=O)Nc2ccc(NC(C)=O)cc2)cc1)S(C)(=O)=O,6,-3,3,-5,0.4,7,-4,1,-3,-2
O=C(NCCN1CCOCC1)C1CCC(=O)N1C1CCCCC1 (stereo unspecified),2,-2,-2,-3,0.2,9,2,0,-5,4
O=C1NCCN(Cc2c(F)cccc2Cl)C1CC(=O)N1CCCO1 (stereo unspecified),-3,-14,-9,-146,0.4,-5,-55,-141,-2,5
O=C1c2ccccc2C(=O)C1c1ccccn1,0,8,-1,1,-1.0,-22,0,7,-3,-1
CN(Cc1ccccc1F)C(=O)CN1c2cccc3cccc(c23)S1(=O)=O,29*,30*,-6,-266,6.2,11,-78,-330,-5,-2
COc1ccc(CNc2nc(C)c([N+](=O)[O-])c(C)c2C#N)cc1,1,17,0,4,-0.1,4,2,3,1,4
CCOc1ccc(CCNc2nc3ccccc3n3cnnc23)cc1OCC,-11,-9,8,-1,0.3,0,-2,-1,3,4
CN1CCN(C(=O)C2CCC(CNS(=O)(=O)c3cccc4cccnc34)CC2)CC1 (stereo unspecified),0,-1,-7,-1,0.3,0,0,0,-3,2
Cc1[nH]n(C(N)=S)c(=O)c1N=Nc1ccc([N+](=O)[O-])cc1Cl,13,10,-9,11,0.5,-14,0,-4,-6,-4
O=C(Nc1ccc(F)cc1)C1CCC(CNc2c(N3CCCCC3)c(=O)c2=O)CC1 (stereo unspecified),6,15,-2,12,0.0,-6,-2,6,0,4
CCN(CC)CC#Cc1ccc(C)cc1,0,-14,2,-8,-1.2,1,-4,-1,2,-5
O=C1C(=O)c2c(ccc3ccccc23)-c2ccccc21,-13,7,-2,-5,-0.2,4,-2,-33,-3,-1
CCN(CC)CCCC(C)NC(=O)c1cccc(S(=O)(=O)N2CCc3ccccc32)c1 (stereo unspecified),0,-4,-5,-14,-2.7,-7,-7,-3,-6,-3
CCNC(=O)c1ccc(CSc2ccc(Cl)cc2)cc1,18,7,-6,6,-0.2,-8,2,0,-2,0
C=CC[C@@H](CC(=O)NCCO)C(=O)N[C@@H](COC(=O)[C@@H](CC=C)Cc1ccc(F)cc1)Cc1c[nH]c2ccccc12,0,1,-1,7,0.4,-1,3,-2,-9,1
CC(C)(C)C(=O)Nc1c2c(nn1-c1cccc(Cl)c1)CS(=O)(=O)C2,-2,9,-5,-9,0.5,12,0,3,3,-3
CC(C)C(=O)N(Cc1cc2ccccc2[nH]c1=O)C(C)(C)C,6,7,-1,-7,-0.2,9,-6,3,-3,-2
Cc1ccc(CO/N=C\Cc2snc(Sc3ncc(C(F)(F)F)cc3Cl)c2C#N)cc1,12,4,-6,-1,-0.1,0,-1,-4,1,4
COc1ccc(OCC(=O)NNC(=O)C(=O)N2CCCC2)cc1,-13,-1,7,-4,0.2,0,-5,-1,3,-2
O=C(Cn1cnc2c(nnn2Cc2ccc(Cl)cc2)c1=O)N1CCCc2ccccc21,-11,-14,4,-8,-0.1,-6,-3,0,5,-2
CCCC[C@H](C(=O)N(C)c1cccc(OC)c1)[C@@H](O)c1ccc(C(C)=O)cc1,nt,nt,0,2,0.0,0,1,2,-2,-3
O=C1CN(C(=O)CSc2nc3ccccc3c(=O)n2Cc2ccc(F)cc2)c2ccccc2N1,-4,0,6,10,0.8,-5,7,1,-12,3
Cc1ccc(CSc2nc3ncccc3[nH]2)cc1,-2,-2,-5,7,-0.7,0,0,2,-7,-1
COc1ccc(CCN(C)C(=O)c2c(C)noc2C)cc1OC,-10,-9,7,-8,0.2,-2,-3,0,6,-3
COc1ccc(S(C)(=O)=O)cc1S(C)(=O)=O,20,-8,3,-2,-0.4,-16,4,9.5*,5,0
CCOC(=O)N1CCN(C(=O)CNC(=O)Cc2ccc(Cl)cc2)CC1,-6,3,10,-3,0.1,-2,0,-2,-4,-2
CCOc1ccc2nc(NC(=O)C3(C)CC3(Br)Br)sc2c1 (stereo unspecified),13,2,2,0,0.3,0,-2,2,-1,0
Cc1ccc(CN2CCC(Oc3cccc(C(=O)N(C)CCN(C)C)c3)CC2)cc1C,-3,-1,2,-7,1.0,0,-3,2,4,2
